# Screens (PubChem)
# M5 ag: human M5 muscarinic receptor agonists, primary screen, CHO-K1 cells, Fluo-8 calcium fluorescence; 360,000 tested, 0.19% active; Muscarinic acetylcholine receptor M5 (Homo sapiens), P08912; CHO-K1 hM5 cells; 0% DMSO wells, 100% maximal acetylcholine response; activation, % at 3 µM;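 active = activation above the run's mean over test compounds plus 3 SD, cut at about 23% in these data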;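 note: signal is peak over basal fluorescence ratio across the kinetic read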
# CHRM5 antagonist: human M5 muscarinic receptor antagonists, primary screen, CHO cells, Fluo-8 calcium fluorescence; Muscarinic acetylcholine receptor M5 (Homo sapiens), P08912; CHO-hM5 cells, ACh EC80; inhibition, % at 3 µM; 360,000 tested, 0.59% active;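 active = inhibition above a per-plate cutoff, the mean of that plate's test compounds plus 3 SD, cut at about 27% in these data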;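 note: 0% = acetylcholine EC80 with DMSO and 100% = DMSO without agonist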
# CHRM5 PAM: human M5 muscarinic receptor positive allosteric modulators, primary screen, CHO-K1 cells, Fluo-8 calcium fluorescence | Muscarinic acetylcholine receptor M5 (Homo sapiens), P08912 | activation, % at 3 µM | CHO-K1 hM5, ACh EC20 PAM; 0% = ACh EC20, 100% = ACh EC100 | 360,000 tested, 0.3% active;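 active = activation above the run cutoff, the mean activation of all test compounds plus 3 SD, cut at about 18% in these data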
#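 Replicates: One well per compound, no replicates | System: Human M5 receptor in CHO-K1 cells | Benchmarks: Low control EC20 acetylcholine (0%), high control EC100 acetylcholine (100%) | Probe or stimulus: Acetylcholine, EC20 level | Times: Fluo-8 loading 80 min at 37 °C plus 30 min room temperature | Signal: Intracellular calcium via Fluo-8 fluorescence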
# M4 ag: human M4 muscarinic receptor agonists, primary screen, CHO-K1 cells, Fluo-8 calcium fluorescence | Muscarinic acetylcholine receptor M4 (Homo sapiens), P08173 | CHO-K1 hM4/Gqi5; vehicle 0%, full acetylcholine response 100% | activation, % at 3 µM | 360,000 tested, 0.14% active;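 active = activation above the run mean over all test wells plus 3 SD, cut at about 32% in these data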;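 note: peak over basal fluorescence ratio per well then scaled between controls; 0% = DMSO wells and 100% = acetylcholine at EC100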
# Target sequence (P08173 whole entry, looked up): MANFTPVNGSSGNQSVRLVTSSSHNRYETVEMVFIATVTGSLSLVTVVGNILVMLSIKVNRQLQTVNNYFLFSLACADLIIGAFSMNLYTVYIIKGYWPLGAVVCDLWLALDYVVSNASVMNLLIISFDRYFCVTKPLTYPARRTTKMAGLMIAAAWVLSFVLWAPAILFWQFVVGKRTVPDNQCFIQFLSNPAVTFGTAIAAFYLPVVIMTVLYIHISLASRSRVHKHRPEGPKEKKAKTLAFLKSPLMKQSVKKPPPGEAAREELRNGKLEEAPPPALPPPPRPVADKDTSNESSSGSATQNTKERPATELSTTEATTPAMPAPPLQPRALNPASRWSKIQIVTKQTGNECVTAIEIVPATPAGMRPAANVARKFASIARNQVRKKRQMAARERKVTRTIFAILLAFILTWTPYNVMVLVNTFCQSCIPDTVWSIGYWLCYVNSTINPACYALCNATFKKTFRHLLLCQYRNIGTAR
# CHRM4 PAM: human M4 muscarinic receptor positive allosteric modulators, primary screen, CHO-K1 cells, Fluo-8 calcium fluorescence; 360,000 tested, 0.4% active; activation, % at 3 µM; CHO-K1 hM4/Gqi5, ACh EC20; 0% = ACh EC20, 100% = maximal ACh; AID 624126, 2012; Muscarinic acetylcholine receptor M4 (Homo sapiens), P08173;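 active = activation above its plate's cutoff, the mean activation of sample wells plus 3 SD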; note: some results filed as inactive read as strong as hits
# CHRM1 PAM: human M1 muscarinic receptor positive allosteric modulators, primary screen, CHO-K1 cells, Fluo-8 calcium fluorescence, 1536-well; Muscarinic acetylcholine receptor M1 (Homo sapiens), P11229; CHO-K1 hM1, ACh EC20; 0% = ACh EC20, 100% = maximal ACh; activation, % at 3 µM; 360,000 tested, 0.088% active; AID 588819, 2011; in the data active = activation above about 19%, passing the limit was not always enough
# Target sequence (P11229 whole entry, looked up): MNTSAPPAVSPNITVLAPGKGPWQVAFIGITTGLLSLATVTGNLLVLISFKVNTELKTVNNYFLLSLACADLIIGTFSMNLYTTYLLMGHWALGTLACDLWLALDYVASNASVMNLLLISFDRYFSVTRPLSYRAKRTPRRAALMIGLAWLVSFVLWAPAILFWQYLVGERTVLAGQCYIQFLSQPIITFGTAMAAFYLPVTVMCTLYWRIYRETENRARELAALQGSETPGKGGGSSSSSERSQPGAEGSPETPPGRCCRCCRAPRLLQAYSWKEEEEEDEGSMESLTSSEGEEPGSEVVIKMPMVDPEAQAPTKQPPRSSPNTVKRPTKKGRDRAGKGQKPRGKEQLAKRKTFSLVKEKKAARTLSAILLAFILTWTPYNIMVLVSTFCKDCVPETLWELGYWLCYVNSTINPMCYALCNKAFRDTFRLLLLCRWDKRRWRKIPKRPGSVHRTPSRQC
# CHRM1 antagonist: human M1 muscarinic receptor antagonists, primary screen, CHO-K1 cells, Fluo-8 calcium fluorescence, 1536-well; inhibition, % at 3 µM; 360,000 tested, 1.3% active; Muscarinic acetylcholine receptor M1 (Homo sapiens), P11229; CHO-K1 hM1, ACh EC80 antagonist;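 active = percent inhibition above its own plate's cutoff, namely the mean of that plate's compound wells plus 3 SD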;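 note: peak over basal fluorescence ratio during 140 s after agonist addition; 0% = ACh EC80 plus DMSO and 100% = DMSO alone without agonist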
# M4 antag: human M4 muscarinic receptor antagonists, primary screen, CHO cells, Fluo-8 calcium fluorescence; Muscarinic acetylcholine receptor M4 (Homo sapiens), P08173; CHO-hM4 cells, ACh EC80; inhibition, % at 3 µM; 360,000 tested, 0.73% active;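 active = inhibition above its plate's cutoff, the mean inhibition of sample wells plus 3 SD, cut at about 27% in these data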;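 note: 0% = acetylcholine EC80 with DMSO and 100% = DMSO without agonist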
# CRFR2-BP ag: agonists of CRF-BP/CRF-R2 complex, primary screen, cell-based, HEK293, calcium dye fluorescence, uHTS | calcium dye fluorescence (FLIPR); percent of saturating CRF peptide response | activation, % at 13.2 µM | 350,000 tested, 0.46% active | AID 588473, 2011;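 active = activation of at least 50%, plus an integration ratio under a set limit after plate pattern correction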;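 note: plate controls were neutral control wells without compound for no effect and CRF at EC100 for full effect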
# Numbers without * were called inactive; · = not tested or not shown.
SMILES,M5 ag,CHRM5 antagonist,CHRM5 PAM,M4 ag,CHRM4 PAM,CHRM1 PAM,CHRM1 antagonist,M4 antag,CRFR2-BP ag
O=C(Nc1ccc(Br)cc1)c1cnccn1,4,-11,2,2,5,0,-11,7,-0.4
CCOC(=O)c1cc(CC)sc1NC(=O)CSc1nc2ccccc2c(=O)n1Cc1ccco1,-1,-4,8,0,8,5,-4,2,2.2
O=C(C(=O)N1CCN(c2ccccc2Cl)CC1)c1c[nH]c2ccccc12,0,4,-6,10,2,3,-2,9,2.5
O=C(COC(=O)c1ccc(Cl)cc1)NC(=O)NC1CCCC1,-4,-2,11,0,12,10,-11,0,-1.5
CC(=O)Nc1cccc(NS(=O)(=O)Cc2ccc(Cl)cc2)c1,2,3,0,4,-1,-1,-2,2,-2.0
O=C(/C=C/c1ccccc1)Nn1c(-c2cccs2)nc2ccccc2c1=O,-2,-1,-9,6,-2,0,6,-20,-3.0
CNC(=O)/C(C#N)=C/c1ccc(OCCOc2ccccc2)cc1,4,-1,-4,1,-2,-3,-1,-12,-2.1
O=C1/C(=C/c2cccnc2)SC(=S)N1Nc1ccccc1,2,-3,4,0,-1,6,-7,-1,-1.1
O=c1cc(-c2ccc(O)cc2)oc2c(-c3c(O)cc(O)c4c(=O)cc(-c5ccc(O)cc5)oc34)c(O)cc(O)c12,2,6,-3,0,-2,0,-4,-6,0.6
O=C(Nc1cccnc1)c1ccc(NS(=O)(=O)c2cc([N+](=O)[O-])ccc2Cl)cc1,0,-1,2,2,-8,1,10,16,-0.3
CCNC(=O)CC1C(=O)N(c2ccc(C)cc2)C(=O)N1CCOC (stereo not given),-1,7,-2,0,-2,4,-4,7,-0.1
O=S(=O)(Nc1nc2ccccc2nc1Nc1cccc(S(=O)(=O)N2CCCCC2)c1)c1ccccc1,-1,3,-6,2,-10,0,-2,1,4.7
Cc1cccc(C(=O)NCC(=O)OCc2nnc(-c3ccccc3)o2)c1,0,3,0,3,3,5,-5,4,-0.3
COC(=O)c1sc2ncccc2c1OCc1c(Cl)cccc1Cl,-4,11,-6,-2,5,-1,-3,-5,-0.4
CCOC(=O)c1ccc(NC(=O)COc2coc(CN3CCc4ccccc43)cc2=O)cc1,4,-1,4,1,0,7,-10,0,-0.3
O=C(O)/C=C/C(=O)NNC(=O)c1ccc(Cl)cc1Cl,-3,12,-5,1,10,3,1,1,-1.7
COc1ccc(CCNC2=CC(=O)CC(C)(C)C2)cc1,0,7,-2,1,-3,5,-13,-7,0.2
CC(C)CN(C(=O)CCCOc1ccc(Cl)cc1Cl)c1c(N)n(Cc2ccccc2)c(=O)[nH]c1=O,0,4,0,0,-8,-3,1,5,0.2
CS(=O)(=O)c1ccc(C(=O)OCC(=O)NCc2cccs2)cc1[N+](=O)[O-],0,16,7,1,6,3,-6,-7,-3.3
O=C(NCCc1ccc(Cl)cc1)c1ccc2c(c1)OCCO2,4,-3,-3,4,-2,19,-7,-7,-4.2
Cc1ccc(NC(=S)Nc2ccc(Cl)c(Cl)c2)c(OC(F)F)c1,6,24,-17,13,-9,-14,26,7,-1.4
CC1CCCN(CCCN2C(=O)C3C(C(=O)Nc4ccc(Cl)cc4)C4C=CC3(O4)C2C(=O)NC2CCCCC2)C1 (stereo not given),-2,2,2,1,-7,9,-10,4,-1.6
CC1(C(=O)NS(=O)(=O)Cc2ccccc2C(F)(F)F)CCN1C(=O)Cc1ccccc1 (stereo not given),4,8,-5,1,-1,1,-4,3,·
Fc1cccc(Cc2c(-c3ccc(Cl)cc3)nc3ccc(Cl)cn23)c1,-5,-12,3,0,8,-5,-12,-24,·
CCN1C(=O)c2cccc3c(S(=O)(=O)NCc4ccccn4)ccc1c23,-4,5,1,4,13,2,-10,-15,-0.7
# (list continues)
SMILES,M5 ag,CHRM5 antagonist,CHRM5 PAM,M4 ag,CHRM4 PAM,CHRM1 PAM,CHRM1 antagonist,M4 antag,CRFR2-BP ag
O=C1CC(NNc2ccccc2)C(=O)N1c1ccccc1 (stereo not given),0,1,3,2,2,9,-10,-3,-2.1
CCOC(=O)c1ccc(N2C(=O)CC(Sc3nc(O)c(CC)c(=O)[nH]3)C2=O)cc1 (stereo not given),-4,-4,1,0,2,5,-13,0,-0.8
CC1Cc2cc(S(=O)(=O)N3CCCCC3)ccc2N1C(=O)C1CCC1 (stereo not given),-3,-1,-3,3,-3,-4,1,-2,-0.8
Cn1cccc1C(=O)NCC(c1ccco1)N1CCCCC1 (stereo not given),-9,-1,6,1,4,-4,-3,3,-0.7
O=C(NCCCn1ccnc1)c1ccc(Br)c(S(=O)(=O)N2CCOCC2)c1,-2,-5,2,1,7,-1,6,0,-2.1
O=C(c1ccc(O)c(Cl)c1)N1CCN(S(=O)(=O)c2ccccc2)CC1,0,-1,-7,2,0,2,-1,-3,0.9
CC(C)Cc1nc2oc3c(NCC(C)O)ncnc3c2c2c1CCCC2 (stereo not given),-1,4,-1,2,-13,0,3,3,-4.0
COc1ccc(-c2ccccc2NC(=O)C2CCCN(Cc3ccc(C)o3)C2)cc1 (stereo not given),-5,5,0,0,10,14,12,-3,-6.5
Cc1noc(C)c1C(=O)Nc1ccccc1N1CCCC1,-3,9,-1,0,6,3,-2,2,0.2
CC(C)(C)C(=O)Nc1nnc(CSCc2ccccc2F)s1,4,5,-6,1,4,2,-4,1,4.7
Cc1ccc(C)c(S(=O)(=O)Nc2nc3ccc(S(N)(=O)=O)cc3s2)c1,-1,-19,0,1,0,6,-11,-4,-4.4
COCCN(C(=O)CCC(=O)Nc1cc(C)on1)C(C(=O)NC(C)(C)C)c1cccc(OC)c1OC (stereo not given),-3,-1,14,0,11,4,-6,6,-0.9
CCn1ncc(Br)c1C(=O)Nc1ccc(F)cc1F,2,-9,5,-1,0,5,-6,4,-0.8
O=C(COC(=O)CCC(=O)c1cccs1)NC1CC1,5,-1,0,1,-1,2,1,2,-1.9
Cc1c([N+](=O)[O-])cc(C(=O)Nc2ccc(NC(=O)c3ccco3)cc2)cc1[N+](=O)[O-],-3,2,-1,3,2,9,-11,-7,-0.9
Cc1ccc(N2C(=O)/C(=C\c3ccco3)SC2=S)cc1,0,-6,-5,0,10,9,-18,-6,1.3
O=C(CCCc1nc2ccccc2s1)N1CCN(c2ccccc2)CC1,-1,7,-2,4,0,2,-3,2,-0.4
CCOc1cccc(/C=N/N2CCN(c3ccc(Cl)cc3)CC2)c1O,-3,9,-5,9,-6,-7,10,-1,1.0
CCc1nc(SCC(=O)N2CC(=O)Nc3ccccc32)c2c(C)c(C)sc2n1,1,-5,-1,2,-2,2,-2,-3,0.0
Cc1c(C(=O)O)nn(-c2ccccc2)c(=O)c1C#N,3,-1,0,0,9,11,-10,-8,7.2
CCOC(=O)Cc1c(C)nc2c(-c3ccccc3)cnn2c1C,-5,-4,5,2,-1,8,-11,-3,-0.8
O=C(c1ccco1)N1CCN(C(=O)c2ccccc2OC(=O)C23CC4CC(CC(C4)C2)C3)CC1,3,7,-9,6,-4,0,1,-7,-0.8
COc1ccc(C)cc1NC(=O)CSc1nnc(-c2ccco2)n1N,0,-7,0,1,1,9,-1,3,-0.8
O=S(=O)(c1cccc2ccccc12)N1CCC2CC1c1cc(-c3ccc(F)cc3)ccc12 (stereo not given),1,7,-1,0,-1,11,-12,4,5.2
COC(=O)c1ccccc1CCC(C)=O,-3,2,-5,1,0,11,-15,-4,7.1

# A draw from above in order of count of non-hydrogen atoms, largest number first:
SMILES,M5 ag,CHRM5 antagonist,CHRM5 PAM,M4 ag,CHRM4 PAM,CHRM1 PAM,CHRM1 antagonist,M4 antag,CRFR2-BP ag
CC(C)Cc1nc2oc3c(NCC(C)O)ncnc3c2c2c1CCCC2 (stereo not given),-1,4,-1,2,-13,0,3,3,-4.0
O=C(c1ccc(O)c(Cl)c1)N1CCN(S(=O)(=O)c2ccccc2)CC1,0,-1,-7,2,0,2,-1,-3,0.9
CC(C)(C)C(=O)Nc1nnc(CSCc2ccccc2F)s1,4,5,-6,1,4,2,-4,1,4.7

# Continuation.
SMILES,M5 ag,CHRM5 antagonist,CHRM5 PAM,M4 ag,CHRM4 PAM,CHRM1 PAM,CHRM1 antagonist,M4 antag,CRFR2-BP ag
COc1ccc(-c2cc(=O)oc3c(C)c(OCC(=O)NCCCn4ccnc4)ccc23)cc1,-3,6,-7,7,-5,-1,-10,-26,1.7
CCOC(=O)c1ccc(Cn2c(-c3ccccc3)nnc2-c2ccccc2)o1,-9,-5,-4,0,-2,-8,3,4,6.0
C=CCn1c(SCC(=O)Nc2cc(OC)c(NC(=O)c3ccco3)cc2OC)nnc1-c1ccncc1,1,-3,2,4,-2,3,-17,2,0.3
CCN(Cc1ccccc1)S(=O)(=O)c1c(N)n(C)c(=O)n(C)c1=O,1,-13,5,1,-3,2,-2,3,-1.1
CN(C)c1ccc(/C=N\Nc2nc(-c3ccccc3)cc(=O)[nH]2)cc1,-3,4,-8,1,1,6,-11,6,0.1
COc1ccc(NC(=O)C(=O)NCCC2=CCCCC2)c(OC)c1,-4,12,-8,0,2,0,-4,-9,-0.2
Nc1ncnc2nc(SCCOc3ccc(Cl)cc3)[nH]c12,2,-8,-2,1,-2,5,3,5,-2.0
CCN(Cc1ccc(OC)c(F)c1)C(=O)CCl,-4,-4,-5,0,6,9,0,0,-0.2
COc1ccc(C2C(C(=O)c3sc(C)nc3C)=C(O)C(=O)N2CCCn2ccnc2)cc1 (stereo not given),-2,-3,-3,0,-14,3,-7,-2,1.7
O=C1C2C3C=CC(C3)C2C(=O)N1c1n[nH]c(-c2cccnc2)n1 (stereo not given),-1,15,-7,0,6,4,-6,9,3.1
O=C(CNC(=O)N1CC(=O)Nc2ccccc21)Nc1nccs1,2,0,3,3,-2,6,-7,-2,-0.9
O=c1[nH]c(C2CCN(S(=O)(=O)Cc3ccccc3)CC2)nc2c1nnn2Cc1ccccc1Cl,-1,1,6,1,-1,14,-12,-9,1.4
Cc1cc(C(=O)N/N=C/c2cccc(OC(=O)c3cccc(Br)c3)c2)n[nH]1,-3,-1,1,4,5,0,-6,2,0.1
O=C(O)C1C2CCC(O2)C1C(=O)Nc1ccccc1Br (stereo not given),1,9,2,2,-1,20,-27,-12,-0.3
CCC(C)(C)NC(=O)CN(C(=O)C(=O)Nc1ccc2c(c1)OCCO2)C(C)(C)CC,-4,1,0,2,-3,6,-13,-6,-1.0
O=C(CSc1nncn1-c1ccccn1)Nc1ccccc1Cl,-1,-2,-2,1,-2,0,-6,-7,0.7
O=C1/C(=C\c2cc(Br)cc(Br)c2O)SC(=S)N1Cc1ccccc1,3,0,6,5,-2,9,-9,4,21
Cc1nn2c(=O)cc(CSCC(=O)Nc3ccccc3Cl)nc2s1,-1,6,-2,0,-1,4,-6,-7,0.5
COc1ccc(-c2oc3cc(O)c(OC)c(O)c3c(=O)c2OC)cc1,-3,3,-1,3,8,1,-6,-5,-0.9
